Screening results (PubChem BioAssay)
EPAC2 antagonist: qHTS for Antagonist of cAMP-regulated guanine nucleotide exchange factor 2 (EPAC2): primary screen | EPAC2 GEF exchange of Rap1B-BODIPY-GDP, fluorescence | AID 720708, 2013 | hit rate 0.18% among 360,000 | Potency, µM (highest dose often 114 µM), for the others: top-dose activity, negative = inhibition, actives largely listed as inhibitors | Rap guanine nucleotide exchange factor 4 (Homo sapiens), Q8WZA2; note: % is set by controls: 0 for no effect and ±100 for the full control effect; nearly all actives have a fitted effect of over 45% in size; many of its hits are not listed in these tables
EPAC2 agonist: qHTS for Agonist of cAMP-regulated guanine nucleotide exchange factor 4 (EPAC2): primary screen; Rap guanine nucleotide exchange factor 4 (Homo sapiens), Q8WZA2; EPAC2 activation, biochemical qHTS; response scale: 100% = 6.5 mM cAMP response; Potency, µM (doses to about 154 µM), for inactives: at the top dose activation, actives largely listed as activators; hit rate 0.079% among 360,000; note: nearly all actives have a fitted effect of over 50% in size
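Fluorescence exchange assay: 100 nM EPAC2 with 250 nM RAP1B-BODIPY-GDP and 50 uM GDP; compounds tested as a concentration-titration series (qHTS). Loss of Rap1-bound BODIPY-GDP fluorescence read at 480/540 nm; data normalized to 6.5 mM cAMP.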
PTHR1 ag: qHTS for PTHR1 Agonists: Primary Screen | Parathyroid hormone/parathyroid hormone-related peptide receptor (Homo sapiens), Q03431 | HEK293 GP2 PTHR1 cells, GloSensor cAMP luminescence, 1 h | Potency, µM (highest dose often 115 µM), for the others: at the highest dose activation, most hits filed as activators | hit rate 0.075% among 410,000; note: nearly all actives have a fitted effect of over 55% in size; some results filed as inactive show a strong effect at the top dose; inactives centre near -15; many of its hits are not listed in these tables
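HEK-293-derived GP2 cells expressing PTHR1 and a GloSensor cAMP reporter, 3,000/well, plated overnight, given luciferin plus IBMX (each 0.5 mM as added) for 1 h at 37 °C, then compound for 1 h at 37 °C. Luminescence was read after 15 min at room temperature.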
TDP43 rescue: qHTS of TDP-43 Inhibitors; TDP-43 expressing yeast growth rescue, BacTiter-Glo, 24 h; Potency, µM (top dose mostly 46.1 µM), for inactives: at the highest dose growth rescue (activation), actives largely listed as activators; hit rate 1.8% among 410,000; note: % of control where 0% means no effect; nearly all actives have a fitted effect of over 50% in size
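Yeast cells expressing TDP-43 under galactose induction are exposed to compounds for 24 hr at 30 deg C. BacTiter-Glo luminescence measures growth, so protective compounds score as activators.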
EPAC1 agonist: qHTS for Agonist of cAMP-regulated guanine nucleotide exchange factor 3 (EPAC1): primary screen. hit rate 0.073% among 360,000. Potency, µM (titrated, usually from 154 µM), for the others: at the highest dose activation, actives largely listed as activators. EPAC1 agonist qHTS, biochemical assay; response scale: 100% = response to 6.5 mM cAMP; note: nearly all actives have a fitted effect of over 60% in size
Target sequence (O95398 whole entry, looked up): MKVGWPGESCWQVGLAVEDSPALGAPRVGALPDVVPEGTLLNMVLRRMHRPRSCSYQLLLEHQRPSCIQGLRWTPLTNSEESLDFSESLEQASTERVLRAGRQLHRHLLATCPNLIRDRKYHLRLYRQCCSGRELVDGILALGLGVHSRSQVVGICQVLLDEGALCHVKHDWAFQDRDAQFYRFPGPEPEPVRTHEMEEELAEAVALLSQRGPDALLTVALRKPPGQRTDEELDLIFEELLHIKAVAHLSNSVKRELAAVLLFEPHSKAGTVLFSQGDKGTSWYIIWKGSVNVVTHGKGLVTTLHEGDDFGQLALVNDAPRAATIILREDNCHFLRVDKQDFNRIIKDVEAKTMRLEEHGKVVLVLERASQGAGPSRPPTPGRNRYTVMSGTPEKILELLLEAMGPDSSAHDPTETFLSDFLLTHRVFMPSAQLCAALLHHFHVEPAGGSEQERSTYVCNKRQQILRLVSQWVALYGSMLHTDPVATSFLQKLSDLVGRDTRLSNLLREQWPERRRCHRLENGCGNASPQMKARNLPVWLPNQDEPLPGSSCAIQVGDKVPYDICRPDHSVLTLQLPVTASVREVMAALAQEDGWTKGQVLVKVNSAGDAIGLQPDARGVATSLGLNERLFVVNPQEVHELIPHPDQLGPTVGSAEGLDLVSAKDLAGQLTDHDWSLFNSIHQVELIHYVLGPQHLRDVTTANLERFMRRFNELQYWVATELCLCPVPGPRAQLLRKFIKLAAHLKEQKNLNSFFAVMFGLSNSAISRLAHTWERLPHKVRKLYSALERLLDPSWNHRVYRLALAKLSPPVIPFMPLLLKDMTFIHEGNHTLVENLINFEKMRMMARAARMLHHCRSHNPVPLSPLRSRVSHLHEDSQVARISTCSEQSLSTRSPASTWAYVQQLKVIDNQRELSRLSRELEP
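EPAC1 100 nM, Rap1B–BODIPY-GDP 250 nM, unlabeled GDP 50 uM; compound titration; 5 min RT; kinetic read ex480/em540 at 5-min intervals ×30 min; data normalized to 6.5 mM cAMP agonist control.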
aSyn yeast inh: qHTS of alpha-syn Inhibitors; hit rate 0.14% among 370,000; Potency, µM (series often up to 46.1 µM), for inactives: top-dose growth rescue (activation), actives largely listed as activators; AID 652106, 2013; Yeast expressing alpha-synuclein, growth rescue, BacTiter-Glo, 24 h; note: % of control where 0% means no effect; nearly all actives have a fitted effect of over 65% in size
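Readout is rescue of growth in alpha-synuclein-expressing yeast, so inhibitors of toxicity appear as activators. Growth after 24 hr at 30 deg C in galactose medium is quantified by luminescence.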
EPAC1 antag: qHTS for Antagonist of cAMP-regulated guanine nucleotide exchange factor 3 (EPAC1): primary screen. Rap guanine nucleotide exchange factor 3 (Homo sapiens), O95398. EPAC1 GEF assay, Rap1b-BODIPY-GDP exchange fluorescence. Potency, µM (top dose mostly 115 µM), for the others: at the highest dose activity change, negative = inhibition, hits mostly inhibitors. hit rate 0.14% among 360,000. AID 720709, 2013;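 note: plate controls were vehicle for no effect and positive control for full effect; nearly all actives have a fitted effect of over 50% in size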
FUS suppressor: qHTS for Suppressors of FUS Proteinopathy: Primary screen using FUS-linked yeast assay | S. cerevisiae FUS-expressing, growth rescue, OD600, 24 h | Potency, µM (titrated, usually from 76.6 µM), for inactives: at the top dose growth rescue (activation), most hits filed as activators | hit rate 0.24% among 390,000;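 note: plate controls were DMSO vehicle for no effect and reference control for full effect; nearly all actives have a fitted effect of over 55% in size; some results filed as inactive show a strong effect at the top dose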
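Steps: raffinose overnight preculture; dilution to OD 0.005 in 2% galactose minimal medium; compound addition (concentration series); 24hr at 30C, 99% humidity; absorbance read at 600 nm.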
Active calls of the source: *; i = inactive; ? = inconclusive; . = no result given; & = joins results of further samples; [ ] = another dose, or the depositor's remark. Calls come from the whole dose curve; as a rule, active = well fitted curve in the direction sought with a large enough effect; inconclusive = small, poorly fitted or top-dose-only effect, or another doubt; inactive = no such curve, though single readings can be large; an effect the other way counts as inactive or inconclusive. Potency is the fitted concentration of half-maximal effect.

(1) COC(=O)[C@@]1(Cc2ccc(F)cc2)[C@H]2c3cc(C(=O)N4CCCC4)n(CC4CC4)c3C[C@H]2CN1C(=O)c1ccccc1
(2) Cc1ccc(C(=O)NCCNC(=O)c2ccco2)cn1
(3) CC1CCN(C(=O)C(C)Sc2nc(-c3ccccc3)cc(C(F)(F)F)n2)CC1 (configuration not stated)
(4) CCOC(=O)[C@]12CCC=C1N(Cc1ccccc1)C(=O)[C@H](CC(=O)NCCCN1CCCC1=O)C2
(5) O=C(NCCCNC(=O)c1ccc(Cl)cc1Cl)c1ccco1
(6) COc1cccc(-c2noc(CCC(=O)N3CCN(c4cc(C)ccc4C)CC3)n2)c1
(7) CC1=C(C(=O)OC(C)C)C(c2cccs2)n2ncnc2N1 (configuration not stated)
(8) CCOC(=O)c1ccc(-n2c(CCC(=O)O)ccc2-c2ccc(F)cc2)cc1
(9) O=C(c1nc2ccccn2c1CNCCCn1nnc2ccccc21)N1CCOCC1
(10) Cc1nnc(SCC(=O)Nc2sccc2C#N)n1Cc1ccccc1
entry no.	1	2	3	4	5	6	7	8	9	10
EPAC2 antagonist	-6%	1%	-1%	5%	6%	7%	?	-8%	4%	3%
EPAC2 agonist	21%	4%	-7%	8%	3%	7%	3%	6%	1%	0%
PTHR1 ag	-6%	i	-19%[57.5 µM]	i	i	-47%[inhibitor]	i	-21%	i	i
TDP43 rescue	9%	-2%	-39%&-21%[inhibitor]	13%	-2%	22%	13%	13µM*	20%	21%
EPAC1 agonist	11%	5%	12%	9%	5%	-4%	1%	-7%	0%	10%
aSyn yeast inh	1%	-6%	0%	-8%	-11%	9%	-3%	9%	2%	-1%
EPAC1 antag	-3%	-19%	-7%	8%	0%	?	0%	-7%	13%	-7%
FUS suppressor	?	3%	?	1%	11%	29%	-22%	27%	-30%	-2%

Among those listed so far, these have a halogen:
(1) COC(=O)[C@@]1(Cc2ccc(F)cc2)[C@H]2c3cc(C(=O)N4CCCC4)n(CC4CC4)c3C[C@H]2CN1C(=O)c1ccccc1
(3) CC1CCN(C(=O)C(C)Sc2nc(-c3ccccc3)cc(C(F)(F)F)n2)CC1 (configuration not stated)
(5) O=C(NCCCNC(=O)c1ccc(Cl)cc1Cl)c1ccco1
(8) CCOC(=O)c1ccc(-n2c(CCC(=O)O)ccc2-c2ccc(F)cc2)cc1
entry no.	1	3	5	8
EPAC2 antagonist	-6%	-1%	6%	-8%
EPAC2 agonist	21%	-7%	3%	6%
PTHR1 ag	-6%	-19%[57.5 µM]	i	-21%
TDP43 rescue	9%	-39%&-21%[inhibitor]	-2%	13µM*
EPAC1 agonist	11%	12%	5%	-7%
aSyn yeast inh	1%	0%	-11%	9%
EPAC1 antag	-3%	-7%	0%	-7%
FUS suppressor	?	?	11%	27%

(listing goes on)
(11) C[C@]12C(=O)N(c3cccc(F)c3)C(=O)N1[C@H]1c3ccccc3OC[C@@H]1[C@H]2c1ccccc1
(12) COc1ccc(-c2nc3ccccc3s2)cc1NC(=O)c1ccccc1F
(13) CCNc1nc(SCCOc2ccc(C)cc2)nc(N(C)C)n1
(14) Clc1ccc(-[n+]2c(-c3cccc(Br)c3)[nH]c3nc4ccccc4nc32)cc1
(15) O=C(Nc1nc(-c2cccs2)cs1)c1ccc([N+](=O)[O-])o1
(16) COc1cccc(C(=O)NCCn2ccc3ccccc32)c1
(17) COCCn1c(Cc2cccn2C)nnc1SCC(=O)NCc1ccc2c(c1)OCO2
(18) Fc1ccc(NC(=S)N2CCOCC2)cc1Cl
(19) Cc1cccc(OCCCCn2c(CO)nc3ccccc32)c1
(20) Cc1ccc(C)c(OCc2nc3ccccc3[nH]2)c1
entry no.	11	12	13	14	15	16	17	18	19	20
EPAC2 antagonist	4%	.	-5%	-2%	1%	-2%	-2%	0%	-5%	-18%
EPAC2 agonist	11%	.	12%	10%	-10%	10%	6%	8%	4%	5%
PTHR1 ag	i	-9%	-26%[57.5 µM]	i	-31%[inhibitor]	-60%[inhibitor]	i	i	i	i
TDP43 rescue	-11%	-12%	8%	-26%	?	?	-13%	20%	-1%	-8%
EPAC1 agonist	6%	.	0%	6%	-5%	0%	-5%	-7%	-2%	6%
aSyn yeast inh	-20%	?	-17%	-12%	-24%	-1%	-1%	-5%	-5%	5%
EPAC1 antag	5%	.	-19%	-17%	-3%	10%	0%	4%	-18%	3%
FUS suppressor	27%	-16%	1%	7%	-8%	9%	-17%	-8%	-9%	-7%

(21) O=C(O)/C=C/C(=O)Nc1ccc(OC(F)F)cc1
(22) CCOc1ccccc1OCCn1nnc2ccccc21
(23) CC12CCC(C(=O)NCc3ccccc3Cl)(CC1=O)C2(C)C (configuration not stated)
(24) COc1ccc(-n2c(=S)[nH]c3cc(C(=O)N4CCN(c5ccccc5)CC4)ccc3c2=O)cc1
(25) Cc1ccc(CSc2nnc(-c3ccco3)n2N)cc1
(26) Nc1cc(N)nc(SCc2ccccc2)n1
(27) COc1ccc(CCN2CC(C(=O)Nc3cc(S(C)(=O)=O)ccc3Cl)CC2=O)cc1OC (configuration not stated)
(28) Cc1cc(-c2ccc(C)c(S(=O)(=O)N3CCN(c4ccc([N+](=O)[O-])cc4)CC3)c2)on1
(29) CCOC(=O)c1cccc(S(=O)(=O)N2CCOCC2)c1
(30) O=C(Nc1cccc(F)c1)c1ccccc1
entry no.	21	22	23	24	25	26	27	28	29	30
EPAC2 antagonist	2%	-4%	2%	0%	23%[57.1 µM]	6%	-1%	1%	4%	5%
EPAC2 agonist	5%	2%	-4%	1%	6%	-4%	4%	3%	?	3%
PTHR1 ag	i	-11%	-2%	-8%	?	i	i	-27%	-1%	-14%
TDP43 rescue	17%	?	3%	-3%	-4%	12%	18%	-2%	-16%	17%
EPAC1 agonist	-5%	2%	-9%	-2%	1%	6%	1%	7%	4%	-1%
aSyn yeast inh	5%	6%	6%	-2%	-27%	-9%	3%	0%	-4%	19%
EPAC1 antag	-13%	-2%	1%	-11%	14%	11%	2%	-9%	-5%	6%
FUS suppressor	-25%	10%	2%	-6%	-5%	19%	-2%	-25%	8%	3%

(further entries)
No.	smiles	EPAC2 antagonist	EPAC2 agonist	PTHR1 ag	TDP43 rescue	EPAC1 agonist	aSyn yeast inh	EPAC1 antag	FUS suppressor
31	O=C(Nc1cccc(-n2cccn2)c1)C1CCCN(Cc2ccccc2F)C1 (configuration not stated)	-3%	9%	-25%	10%	2%	16%	9%	2%
32	O=C(O)CC1S/C(=N/N=C/c2ccccn2)NC1=O (configuration not stated)	5%	14%	i	-3%	-5%	0%	-22%	16%
33	Cc1c(C(=O)N2CCCCC2)c(S(=O)(=O)NCc2ccc(F)cc2)c(C)n1C	12%	4%	-18%	-13%	-6%	-2%	?	-12%
34	Cn1c2ccccc2c2ncn(CCC3=CCCCC3)c(=O)c21	10%[57.1 µM]	-4%	-54%[inhibitor][57.5 µM]	13µM*	9%	-4%	-1%	25%
35	CC1(C)CC2(CCO1)CNC(=O)O2 (configuration not stated)	-3%	4%	i	-15%	6%	1%	9%	22%
36	COc1cccc(NS(=O)(=O)c2ccc3c(c2)CCN3C(C)=O)c1	-2%	6%	-41%[inhibitor]	8%	-1%	1%	-23%	-14%
37	C[n+]1cc(C(=O)N2CCCCC2)ccc1/C=C/c1c[nH]c2ccccc12	31%[activator]	?	-7%	-21%	?	2%	38%[activator]	12%
38	CCCCn1c(C(C)NC(=O)c2cccs2)nc2ccccc21 (configuration not stated)	13%	-6%	-7%	-2%	-2%	-4%	0%	3%
39	C[N+]1(C)CCCC(OC(=O)C(O)(c2ccccc2)c2ccccc2)C1 (configuration not stated)	-2%	7%	i	?	-11%	1%	-1%	-35%
40	CNC(=O)c1c(NC(=O)c2cccc(N3C(=O)CCC3=O)c2)sc2c1CCC2	6%	15%	-27%	-24%	1%	7%	-18%	8%
41	O=C(Nc1ccccc1NC(=O)C1CCCO1)c1ccco1 (configuration not stated)	5%	8%	i	-12%	-1%	1%	-4%	6%
42	CCOC(=O)N1CCN(C(=O)c2ccc(C)c(S(=O)(=O)N3CCCCC3)c2)CC1	10%	5%	-3%	21%	5%	3%	-10%	.
43	CC(=O)N(CCN1CCOCC1)Cc1cc2cc3c(cc2nc1Cl)OCO3	-9%	1%	-24%	19%	3%	2%	3%	12%
44	COc1ccccc1NC(=O)c1ccc(CN(c2cc(Cl)ccc2C)S(=O)(=O)c2ccccc2)cc1	-1%	4%	i	-10%	-2%	-3%	-10%	-2%
45	NS(=O)(=O)c1ccc(NC(=S)NC(=O)c2ccc3c(c2)OCO3)cc1	0%	2%	i	9%	1%	1%	-22%	10%
46	O=C(Nc1ccc(Cl)cc1)Nc1ccc(N2CCOCC2)cc1	-5%	-2%	i	2%	0%	-11%	-4%	16%
47	CCOC(CNC(=O)C(=O)Nc1cc2c3c(c1)CCN3C(=O)CC2)OCC	-2%	5%	?	-39%[inhibitor]	-15%	0%	-17%	?
48	O=C(/C=C/c1ccc([N+](=O)[O-])cc1)NCc1ccccn1	-10%	10%	i	5%	-1%	-2%	-20%	7%
49	CCCSc1ccc(-c2nn(-c3ccccc3)cc2/C=C(/C#N)C(=O)N2CCOCC2)cc1	?	9%	-5%	-13%	3%	0%	-25%	.
50	Cc1ccccc1OCCC(=O)Nc1ccc(S(=O)(=O)N(C)C2CCN(C)CC2)cc1	1%	-6%	i	17%	2%	0%	8%	-4%
51	O=C(Nc1ccccc1N1CCCC1)C1CCN(S(=O)(=O)c2ccc(F)cc2)CC1	1%	-9%	i	-14%	1%	-4%	-3%	.

Arranged by value in TDP43 rescue (largest number first): three of the compounds above.
no. | Compound | EPAC2 antagonist | PTHR1 ag | TDP43 rescue | EPAC1 antag | FUS suppressor
48 | O=C(/C=C/c1ccc([N+](=O)[O-])cc1)NCc1ccccn1 | -10% | i | 5% | -20% | 7%
46 | O=C(Nc1ccc(Cl)cc1)Nc1ccc(N2CCOCC2)cc1 | -5% | i | 2% | -4% | 16%
51 | O=C(Nc1ccccc1N1CCCC1)C1CCN(S(=O)(=O)c2ccc(F)cc2)CC1 | 1% | i | -14% | -3% | .

Some of the compounds tested; rates above refer to the full screens.
